High-throughput results as filed in PubChem.
GLP1R inv ag – qHTS of GLP-1 Receptor Inverse Agonists (Inhibition Mode) | Glucagon-like peptide 1 receptor (Homo sapiens), P43220 | HEK293 GLP-1R CRE-luciferase, luminescence, 24 h; GLP-1R form is constitutively active | Potency, µM (top dose mostly 38.3 µM), inactives show at the top dose activity change, negative = inhibition, most hits filed as inhibitors | hit rate 1.6% among 410,000; note: potency is the fitted concentration of half-maximal effect; % is set by controls: 0 for no effect and ±100 for the full control effect; nearly all actives have a fitted effect of over 55% in size
Target sequence (P43220 whole entry, looked up): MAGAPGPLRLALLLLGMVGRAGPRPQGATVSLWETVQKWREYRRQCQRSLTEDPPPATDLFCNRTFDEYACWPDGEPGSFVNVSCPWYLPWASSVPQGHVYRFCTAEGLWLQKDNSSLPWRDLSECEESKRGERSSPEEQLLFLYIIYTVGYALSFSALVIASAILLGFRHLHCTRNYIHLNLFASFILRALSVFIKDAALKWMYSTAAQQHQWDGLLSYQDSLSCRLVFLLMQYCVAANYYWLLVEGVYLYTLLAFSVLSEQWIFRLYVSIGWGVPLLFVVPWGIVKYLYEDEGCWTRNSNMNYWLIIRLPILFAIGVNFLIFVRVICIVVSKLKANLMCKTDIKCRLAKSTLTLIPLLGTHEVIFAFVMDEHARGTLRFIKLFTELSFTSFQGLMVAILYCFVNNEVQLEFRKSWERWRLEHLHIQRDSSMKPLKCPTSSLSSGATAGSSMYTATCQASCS
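Luminescence readout: a drop in cAMP-driven luciferase signal flags inverse agonism at a constitutively active GLP-1R stably expressed in HEK293. Compound exposure lasted 24 hr at 37 deg C, 5% CO2.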
aSyn rescue – qHTS of alpha-syn Inhibitors; Yeast expressing alpha-synuclein, growth rescue, BacTiter-Glo, 24 h; Potency, µM (series often up to 46.1 µM), inactives show top-dose growth rescue (activation), most hits filed as activators; hit rate 0.14% among 370,000; AID 652106, 2013; note: potency is the fitted concentration of half-maximal effect; % of control where 0% means no effect; nearly all actives have a fitted effect of over 65% in size
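Rescue of yeast growth: cells expressing toxic alpha-synuclein, induced in galactose at OD600 0.02, incubated with compound 24 h at 30 C. ATP luminescence quantified growth; inhibitors of toxicity appear as activators.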
PTHR1 agonist – qHTS for PTHR1 Agonists: Primary Screen; AID 743266, 2014; Parathyroid hormone/parathyroid hormone-related peptide receptor (Homo sapiens), Q03431; Potency, µM (top dose mostly 115 µM), inactives show at the highest dose activation, actives largely listed as activators; hit rate 0.075% among 410,000; HEK293 GP2 PTHR1 cells, GloSensor cAMP luminescence, 1 h; note: potency is the fitted concentration of half-maximal effect; nearly all actives have a fitted effect of over 55% in size; some results filed as inactive show a strong effect at the top dose; inactives centre near -15; many of its hits are not listed in these tables
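HEK-293-derived GP2 cells expressing PTHR1 and a GloSensor cAMP reporter, 3,000/well, plated overnight, given luciferin plus IBMX (each 0.5 mM as added) for 1 h at 37 °C, then compound for 1 h at 37 °C. Luminescence was read after 15 min at room temperature.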
GLP-1R agonist – qHTS of GLP-1 Receptor Agonists | HEK293 GLP-1R CRE-luciferase, luminescence, 4-6 h; cells express a hypersensitive GLP-1R form | hit rate 0.007% among 380,000 | Potency, µM (highest dose often 45.6 µM), for inactives: at the top dose activation, usual class: activators | Glucagon-like peptide 1 receptor (Homo sapiens), P43220; note: potency is the fitted concentration of half-maximal effect; % of control where 0% means no effect
pAkt inh – HTS Assay for Inhibitors of Akt Phophorylation: Primary Screen. Neuro2A IGF-stimulated pAkt S473 HTRF, 20 min; stronger effect = lower value. hit rate 0.32% among 360,000. AID 651550, 2012. activity change, % for hits at 50 µM; in the data active = activity change below about -80%; inconclusive = mostly about -51% to -80%; note: % is set by controls: 0 for no effect and ±100 for the full control effect
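Single-point screen (50 µM final compound) in Neuro2A cells stimulated 20 min with 6 nM IGF at 37 deg C. After lysis, Ser473-phosphorylated Akt read by HTRF (ex 330 nm, em 615/665 nm) as the 665/615 ratio.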
D3 antag – qHTS of D3 Dopamine Receptor Antagonist: qHTS | D(3) dopamine receptor (Homo sapiens), P35462 | D3R cells, DiscoveRx beta-arrestin luminescence, antagonist mode; stronger effect = lower value | max response, negative = inhibition, % | hit rate 2.5% among 360,000 | AID 652054, 2013; in the data active = max response below about -50%; inconclusive = no clear call, values can overlap the other calls; note: % is set by controls: 0 for no effect and ±100 for the full control effect; mostly tested at two doses, the higher about 12 µM
Target sequence (P35462 whole entry, looked up): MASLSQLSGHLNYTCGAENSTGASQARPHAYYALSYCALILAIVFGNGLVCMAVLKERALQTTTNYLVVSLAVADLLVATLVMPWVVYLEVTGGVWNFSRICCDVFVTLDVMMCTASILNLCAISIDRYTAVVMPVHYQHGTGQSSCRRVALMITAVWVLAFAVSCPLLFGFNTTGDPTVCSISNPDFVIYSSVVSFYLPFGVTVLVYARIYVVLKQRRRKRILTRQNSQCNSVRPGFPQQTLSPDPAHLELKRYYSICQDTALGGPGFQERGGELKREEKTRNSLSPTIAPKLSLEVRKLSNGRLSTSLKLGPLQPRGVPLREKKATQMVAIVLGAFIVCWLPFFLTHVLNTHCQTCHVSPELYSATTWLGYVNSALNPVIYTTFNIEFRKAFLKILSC
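Cells expressing the human receptor were seeded at 1500 cells/well, incubated overnight at 37 degrees C in 5% CO2, then exposed to library compounds with dopamine controls for 90 minutes at 37 degrees C before luminescent detection.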
Abeta rescue – qHTS for compounds that reverse cellular toxicity of Amyloid beta (A-beta) peptide in yeast: Primary Screen. yeast expressing A-beta42, growth rescue, OD600, 48 h; response scale: 0% DMSO, 100% iron-clioquinol control. Potency, µM (doses to about 46.1 µM), inactives show at the highest dose growth rescue, most hits filed as activators. hit rate 0.063% among 410,000. AID 1347071, 2019; note: potency is the fitted concentration of half-maximal effect; nearly all actives have a fitted effect of over 55% in size
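Yeast A-beta toxicity model in growth medium with pinned compounds, 48 h at 30 C; growth read as absorbance at 600 nm. Normalized to FeCl3/clioquinol equimolar mix (positive) and DMSO (negative).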
FUS suppressor – qHTS for Suppressors of FUS Proteinopathy: Primary screen using FUS-linked yeast assay; S. cerevisiae FUS-expressing, growth rescue, OD600, 24 h; Potency, µM (titrated, usually from 76.6 µM), for inactives: at the highest dose growth rescue (activation), usual class: activators; hit rate 0.24% among 390,000; AID 1347120, 2019;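 note: potency is the fitted concentration of half-maximal effect; plate controls were DMSO vehicle for no effect and reference control for full effect; nearly all actives have a fitted effect of over 55% in size; some results filed as inactive show a strong effect at the top dose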
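Steps: raffinose overnight preculture; dilution to OD 0.005 in 2% galactose minimal medium; compound addition (concentration series); 24hr at 30C, 99% humidity; absorbance read at 600 nm.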
TDP-43 yeast inh – qHTS of TDP-43 Inhibitors. AID 652104, 2013. Potency, µM (top dose mostly 46.1 µM), inactives show at the top dose growth rescue (activation), actives largely listed as activators. TDP-43 expressing yeast growth rescue, BacTiter-Glo, 24 h. hit rate 1.8% among 410,000; note: potency is the fitted concentration of half-maximal effect; % of control where 0% means no effect; nearly all actives have a fitted effect of over 50% in size
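Readout is BacTiter-Glo luminescence of cell growth, so inhibitors register as activators. TDP-43-expressing yeast at OD600=0.02 in galactose medium, after raffinose pregrowth to mid-log, were incubated with compound for 24 hr at 30 deg C.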
* = called active by the depositor; i = inactive; ? = inconclusive; . = no result given; & = joins results of further samples; [ ] = dose if it differs, or a comment. Unless noted, calls come from the whole dose curve; as a rule, active = well fitted curve in the direction sought with a large enough effect; inconclusive = small, poorly fitted or top-dose-only effect, or another doubt; inactive = no such curve, though single readings can be large; an effect the other way counts as inactive or inconclusive. Not all compounds are listed; the hit share may differ from the screen's.

SMILES	GLP1R inv ag	aSyn rescue	PTHR1 agonist	GLP-1R agonist	pAkt inh	D3 antag	Abeta rescue	FUS suppressor	TDP-43 yeast inh
CCC(CC)C(=O)Oc1c(C(=O)N(C)C)cccc1-c1ccccc1	?	16%	-6%	19%	i	-3	-24%	32%	-5%
O=C1NN(c2ccc(Cl)c(Cl)c2)C(=O)/C1=C/c1ccc(-c2ccccc2C(=O)O)o1	?	8%	-16%	-2%	i	-16	10%	9%	-14%
COc1ccc(OC)c(-n2c(=S)[nH]c3c(sc(=S)n3-c3ccccc3C)c2=O)c1	-2%	-4%	-22%	1%	i	-20	5%	16%	6%
CN(C(=O)CCc1nnc(-c2ccc(-c3ccccc3)cc2)o1)C1CCOCC1	10%	4%	-80%[inhibitor]	-3%	i	34	-2%	.	21%
COc1cc2[nH]c(=O)n(Cc3ccc(C(=O)NCc4ccccc4)cc3)c(=O)c2cc1OC	-18%	.	-19%	0%	.	.	-2%	-17%	-1%
COc1cc(/C=N/O)ccc1OCc1ccc(C(=O)O)cc1	?	-3%	-48%[inhibitor]	-13%	i	28	-11%	17%	-10%
O=C(NCc1cccnc1)c1ccc(S(=O)(=O)N2CCOCC2)cc1	13%	6%	i	-5%	i	10	-8%	-5%	-15%
Cc1ccc(NC(=O)Cn2c(=O)n(CCC(=O)NC3CCN(Cc4ccccc4)CC3)c(=O)c3ccccc32)cc1	1%	3%	i	0%	i	4	15%	7%	-6%
OCCN1CCN(CC(O)COCCOc2ccc(Br)cc2)CC1 (stereo unspecified)	?	-17%	?	0%	i	0	-11%	.	-22%
CCN1CCN(C(=O)c2cc(=O)c3cc(C)ccc3o2)CC1	7%	-22%	i	7%	i	3	-1%	33%	-19%
O=C(c1ccccc1SCc1ccccc1)N1CCOCC1	-9%	10%	i	4%	i	1	16%	-3%	-12%
CCN(CC)C(=O)C1CCCN(c2ccc([N+](=O)[O-])cc2[N+](=O)[O-])C1 (stereo unspecified)	-13%	6%	-20%	4%	i	1	0%	-17%	?
Cc1ccc(Cl)c(OCC(=O)Nc2ccccc2C(=O)NC2CC2)c1	3%	2%	i	-3%	i	-8	-19%	10%	1%
CC1CCCN(C(=S)SCC(=O)O)C1 (stereo unspecified)	21%	6%	-1%	-10%	i	4	2%	-35%	13%
COc1ccc(NC(=O)COC(=O)C2CC2)cc1S(=O)(=O)N1CCCCC1	16%	0%	-26%	2%	i	0	2%	0%	1%
O=C(CCN1C(=O)[C@H]2CC=CC[C@H]2C1=O)NCc1nc(-c2ccccc2)no1	-10%	-3%	?	5%	i	-14	-3%	1%	-10%
CS(=O)(=O)c1ccc(C2=C(c3ccccc3)C(=O)OC2)cc1	-6%	-6%	-17%	-2%&-5%	i	-16	0%	-21%	23%
COc1ccccc1NC(=O)c1c(C)oc2c1CCCC2	?	13%	i	24%	i	18	-6%	5%	13%
CC(C)CN(C(=O)CN(C)S(=O)(=O)c1ccc(Cl)cc1)C1CCS(=O)(=O)C1 (stereo unspecified)	5%	7%	-21%	1%	i	-11	-4%	.	-10%
COc1cc2nc(C3CCC3)n(NC(=O)c3ccco3)c(=O)c2cc1OC	-21%	-1%	-8%	-5%	i	2	10%	-4%	1%
Cc1nnc(SC(C)C(=O)N2CCc3ccccc32)s1 (stereo unspecified)	-24%	8%	i	0%	i	-4	15%	-18%	?
O=C(Nc1ccccc1)c1ccc(Cl)c(S(=O)(=O)Nc2ccccc2)c1	-27%	.	-22%	.	.	.	-1%	23%	?
Clc1ccc(Cn2cccn2)cn1	24%	-1%	5%	0%	i	13	-5%	-16%	-17%
CCN(CC)P(=O)(Nc1cccc(C(F)(F)F)c1)c1ccc(N(C)C)cc1NC(=O)c1ccco1 (stereo unspecified)	2.5µM*	2%	3%	-5%	i	-5	?	17%	-23%
CC1Nc2ccc(C(=O)NC3CCCCC3)cc2NC1=O (stereo unspecified)	-6%	-6%	i	-1%	i	8	-11%	22%	0%
O=C(COC(=O)c1cccnc1)Nc1cccc2ccccc12	6%	-1%	i	11%	i	-24	-8%	2%	-9%
O=C(Nc1cccc(C2=NCCN2)c1)Nc1cccc(C2=NCCN2)c1	-4%	1%	-19%	-3%&7%	i	9	-17%	-34%	0%
CC(NC(=O)c1ccc(Br)o1)c1ccc(-n2ccnc2)cc1 (stereo unspecified)	5%	13%	i	8%	i	1	-2%	-9%	-6%
COc1ccc(Cc2[nH]n3c(=O)cc(C)nc3c2-c2ccccc2)cc1	-27%	-7%	0%	6%	i	6	-1%	-2%	-2%
CC1(OC(=O)CCc2ccccc2)C(=O)C=C2C=C(c3ccc(C#N)cc3)N(c3ccccc3)C=C2C1=O (stereo unspecified)	?	-3%	?	-2%	i	0	-9%	40%	-13%

Reformatted with values under each structure: entries from further up
The line under a structure holds: GLP1R inv ag | aSyn rescue | PTHR1 agonist | GLP-1R agonist | pAkt inh | D3 antag | Abeta rescue | FUS suppressor | TDP-43 yeast inh
- O=C(Nc1ccccc1)c1ccc(Cl)c(S(=O)(=O)Nc2ccccc2)c1
    -27% | . | -22% | . | . | . | -1% | 23% | ?
- CC1(OC(=O)CCc2ccccc2)C(=O)C=C2C=C(c3ccc(C#N)cc3)N(c3ccccc3)C=C2C1=O (stereo unspecified)
    ? | -3% | ? | -2% | i | 0 | -9% | 40% | -13%

Next part:
SMILES	GLP1R inv ag	aSyn rescue	PTHR1 agonist	GLP-1R agonist	pAkt inh	D3 antag	Abeta rescue	FUS suppressor	TDP-43 yeast inh
Cc1ccc(S(=O)(=O)N2CCN(C(=O)c3cccs3)CC2)cc1	-15%	5%	i	6%	i	7	-18%	-3%	5%
CCCCC1CCC(C(=O)N(CCOC)c2c(N)n(CCCC)c(=O)[nH]c2=O)CC1 (stereo unspecified)	5%	2%	-4%	-6%	i	-1	-5%	9%	17%
Nc1nc(SCC(=O)Nc2ccccc2)[nH]c(=O)c1-c1ccccc1	0%	1%	i	1%	i	28	-16%	19%	-21%
O=C(Nc1cccc2ccccc12)c1ccccc1Cl	-27%	-5%	-19%	5%	i	5	-3%	-21%	18%
O=C(Nc1nc2ccc(F)cc2s1)C1CCN(S(=O)(=O)c2cc([N+](=O)[O-])ccc2Cl)CC1	?	-4%	-41%[inhibitor]	-37%[inhibitor]	i	-7	-7%	.	10%
CCCCCCC(=O)N1CCN(c2cc3c(cc2F)c(=O)c(C(=O)O)cn3CC)CC1	11%	1%	-3%[57.5 µM]	-6%	i	-6	5%	15%	-14%
O=C(COC(=O)Cc1ccsc1)Nc1ccc(Cl)c(S(=O)(=O)N2CCOCC2)c1	-12%	-11%	-30%[inhibitor]	6%	i	5	0%	.	3%
Cc1nn(-c2ccccc2)c2sc(C(=O)OCc3nnc(-c4ccccc4)o3)cc12	2%	3%	-26%	5%	i	-2	-6%	-9%	11%
O=C1c2cccc([N+](=O)[O-])c2C(=O)N1c1c[nH]c(=O)[nH]c1=O	6%	4%	i	-3%	i	-6	0%	1%	-7%
O=C(Nc1ccc(F)cc1)N1CCC(c2nc3c(nnn3Cc3cccc(Cl)c3)c(=O)[nH]2)CC1	0%	2%	-20%[57.5 µM]	13%	i	15	2%	?	-10%
O=C(N/N=C\c1cn(-c2ccccc2)nc1-c1ccccc1)c1ccc2c(c1)OCO2	?	-2%	-5%	-24%	i	-26	-11%[9.22 µM]	-12%	7%
Cn1cnnc1Sc1ccc(C(=O)NCCC(c2ccccc2)c2ccccc2)cc1[N+](=O)[O-]	?	8%	-3%	-3%	i	4	-9%	44%	4%
O=C(O)C1CC=CCC1C(=O)Nc1ccc(Oc2ccc(Cl)cc2)cc1 (stereo unspecified)	-14%	-2%	i	-2%	i	-14	0%	.	2%
Cc1cccc(C(=O)OCC(=O)NCCCc2ccccc2)c1O	-1%	0%	i	9%	i	5	8%	-3%	13%
Nn1c(SCC(=O)NC2CCS(=O)(=O)C2)nnc1-c1ccco1 (stereo unspecified)	17%	6%	i	2%	i	15	-1%	-5%	4%
CC1(C2CC(C(F)(F)F)n3nc(C(=O)O)cc3N2)CC1 (stereo unspecified)	-5%	0%	-19%	0%	i	-14	3%	8%	2%
Cn1nccc1C(=O)Nc1ccc(OC(=O)c2ccnn2C)cc1	0%	-1%	-19%[57.5 µM]	0%	i	8	-19%	-5%	-16%
N#Cc1cc2c(=O)n3ccccc3nc2n(-c2nnc(SCc3ccccc3Cl)s2)c1=O	-3%	.	i	.	.	.	-14%	9%	15%
COc1cccc(CN(C)C(=O)c2ccc(S(=O)(=O)Nc3ccccc3F)cc2)c1OC	-13%	7%	i	-4%	i	-2	23%	9%	0%
CCOc1ccc(C(O)C(CN2CCOCC2)c2ccccc2)cc1 (stereo unspecified)	0%	5%	-10%[57.5 µM]	-1%	i	6	16%	-17%	8%
CN(Cc1ccccc1)C(NC(=O)c1ccccc1)C(Cl)(Cl)Cl (stereo unspecified)	?	-18%	-2%[57.5 µM]	0%	i	9	11%	15%	-2%
O=C(Nn1c(-c2ccc(Br)cc2)nc2ccccc2c1=O)c1cccnc1	-10%	-8%	i	3%	i	-20	-2%	28%	-13%
CC1CC(C)CN(S(=O)(=O)c2ccc(F)c(C(=O)Nc3ccc(Cl)cc3F)c2)C1 (stereo unspecified)	?	-1%	26%[57.5 µM]	1%	i	26	7%	-7%	-6%
